Assay outcomes as filed in PubChem BioAssay.
IkB signaling – IkB Signaling | Potency, µM (highest dose often 57.1 µM), inactives show top-dose IkBa stabilization activation | ABC-DLBCL IkBa-CBG/CBR dual luciferase ratio, 4 h; response scale: scaled: untreated 0%, proteasome inhibitor 100% | AID 445, 2006 | actives 0.04% (n = 110,000); active = well fitted curve in the direction sought with a large enough effect in the signal ratio, not every such curve was filed as active; inconclusive = small, poorly fitted or top-dose-only effect, or a change in a side signal; the % refers to the signal ratio;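 note: the direction sought is a rising ratio; 0% = basal untreated cells and 100% = reference inhibitor full response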
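Curves were fitted separately to fusion (green), unfused (red) and ratio luminescence, then classed by r2, magnitude and activity. Cells: OCI-Ly3, 4 h compound plus doxycycline at 37C; 10 uM MG-132 defined full response.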
p53ts 32C tox – qHTS Screen for Compounds that Selectively Target Cancer Cells with p53 Mutations: Cytotoxicity of p53ts Cells at the Permissive Temperature; H1299-p53A138V at 32C, ATP luminescence viability, 24 h; Potency, µM (series often up to 46.1 µM), for the others: at the top dose activity change, negative = cytotoxicity, usual class: cytotoxic; actives 0.93% (n = 130,000);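 note: 0% = DMSO and -100% = full killing by reference compound; nearly all actives have a fitted effect of over 55% in size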
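Viability by ATPlite luminescence after 24 h compound treatment (up to 46 uM) at the permissive 32C. Cells are H1299 carrying p53 A138V. Scale runs from DMSO basal to 100 uM tamoxifen as full kill; AC50 from Hill fits.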
Imprint erasure – qHTS Assay for Compounds that Induce Erasure of Genomic Imprints; mouse ES Peg3-LacZ reporter, beta-gal luminescence, 40 h; Potency, µM (titrated, usually from 60.7 µM), for the others: at the highest dose activity change, positive = activation, most hits filed as activators; AID 1948, 2009; actives 0.02% (n = 110,000);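 note: 0% = negative control wells on the plate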
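Imprint erasure is scored as LacZ activity from the silenced maternal Peg3 allele in feeder-free female ES cells cultured 40 h with LIF. Luminescence is normalized to in-plate negative controls and fitted to the Hill equation.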
p53ts 39C tox – qHTS Screen for Compounds that Selectively Target Cancer Cells with p53 Mutations: Cytotoxicity of p53ts Cells at the Nonpermissive Temperature | H1299-p53A138V viability at 39C, ATP luminescence, 24 h | Potency, µM (titrated, usually from 46.1 µM), for inactives: at the highest dose activity change, negative = cell killing, hits mostly cytotoxic | actives 1.5% (n = 130,000); note: nearly all actives have a fitted effect of over 55% in size
The depositor's hits bear a star; ? = inconclusive; / = no result given; [ ] = another dose, or the depositor's remark. Unless noted, calls come from the whole dose curve; as a rule, active = well fitted curve in the direction sought with a large enough effect; inconclusive = small, poorly fitted or top-dose-only effect, or another doubt; inactive = no such curve, though single readings can be large; an effect the other way counts as inactive or inconclusive. Unless noted, % is set by controls: 0 for no effect and ±100 for the full control effect; potency is the fitted concentration of half-maximal effect.

Compound	p53ts 39C tox	p53ts 32C tox	IkB signaling	Imprint erasure
CCC1CCCN1Cn1cnc2c([nH]c3ccc(OC)cc32)c1=O (configuration not stated)	-2.8%	10.3%	0.4%	-16.3%
CO[C@H]1COC(=O)C/C=C\[C@@H](C)COC(=O)[C@@H](C)NC(=O)C/C=C\[C@@H]1C	17.7%[9.22 µM]	6.9%[9.22 µM]	/	/
O=C(O)C1CCCN1C(=O)Nc1ccccc1 (configuration not stated)	9.5%	9.5%	2.2%	-10.4%
Cc1ccc(C)c(Cn2c(C(C)NC(=O)c3ccccc3)nc3ccccc32)c1 (configuration not stated)	-13.7%	8.2%	?	-3.1%[10.9 µM]
C[N+](C)(N)CCC[N+](C)(C)N	-1.9%[9.22 µM]	5.6%[9.22 µM]	0.3%[11.4 µM]	-16.4%[10.9 µM]
Cc1c(NC(=O)c2cc(-c3ccco3)on2)c(=O)n(-c2ccccc2)n1C	-4.6%	1.6%	1.7%	21.7%
CCC(CC)COC(=O)C(C#N)c1nc2ccccc2nc1N1CCOCC1 (configuration not stated)	4.2%	-5.1%	1.2%	-12.8%
CC1CCc2nc(NC(=O)CN3CCOCC3)sc2C1 (configuration not stated)	-1.3%	14.9%	1.0%	-11.8%
Cc1cccc(N2CCN(C(=O)C3CCN(S(=O)(=O)Cc4ccccc4)CC3)CC2)c1C	-5.3%	-7.2%	0.6%	-11.1%[10.9 µM]
O=C(CN1C(=O)c2ccccc2C1=O)Nc1ccc2c(c1)OCO2	6.3%	2.4%	0.7%	-2.8%
Cc1cccn2c(=O)c3cc(C(=O)NCCc4ccc(S(N)(=O)=O)cc4)n(C)c3nc12	-17.9%	-5.2%	-0.2%	-12.0%[10.9 µM]
Cc1ccc2nc(N(Cc3cccnc3)C(=O)Cc3ccccc3)sc2c1	-8.6%	-9.1%	?	8.9%[10.9 µM]
c1ccc(CNc2nc(-c3cccnc3)nc3ccccc23)cc1	1.6%	?	-1.0%[11.4 µM]	-15.9%
O=C(c1ccc(Cl)cc1)n1nc(-c2ccccc2)nc1NCc1ccco1	-16.1%	-1.6%	3.8%	-13.8%[10.9 µM]
COc1ccc(CNC(=O)C2CCN(S(=O)(=O)c3cccc(-c4noc(C)n4)c3)CC2)cc1	-22.5%	3.5%	-0.9%	4.0%[10.9 µM]
O=C(Cn1ccc2ccccc2c1=O)NCCC(=O)NC1CCN(Cc2ccccc2)CC1	1.5%	5.0%	-1.4%	-9.7%
N#Cc1ccccc1Cn1c(=O)n(CCC(=O)NCc2ccco2)c(=O)c2ccccc21	-8.3%	9.3%	1.8%	-9.9%
Cc1ccc(S(=O)(=O)c2cn(CC(=O)Nc3ccc(F)cc3)c3cc4c(cc3c2=O)OCO4)cc1	-13.1%	5.5%	?	-5.4%[10.9 µM]
CCOC(=O)Cn1nnnc1CN(Cc1ccc(OC)cc1)Cc1cc2cc(C)ccc2[nH]c1=O	-5.9%	-16.8%	4.6%	-13.1%
COc1cc(C(=O)Nc2cc(-c3ccccc3)[nH]n2)cc(OC)c1OC	-5.3%	4.3%	?	3.7%
N=C1C(c2nc(-c3ccc(F)cc3)cs2)=C(O)CN1CCCN1CCOCC1	-6.7%	-4.6%	-0.4%	-14.6%
OC(C#CCN1CCOCC1)c1cccs1 (configuration not stated)	0.0%	-3.4%	1.2%	4.4%
CCOC(=O)c1cccc(NC(=O)C2Cc3ccccc3N2C(=O)c2ccccc2)c1 (configuration not stated)	-8.0%	-5.2%	0.5%	-11.4%[10.9 µM]
COc1ccc(-c2noc(-c3cccc(Cl)c3)n2)cc1OC	2.4%	1.7%	-0.3%	-1.8%
CCCOc1cccc(C(=O)Nc2cc(NC(=O)c3ccco3)ccc2OC)c1	-8.3%	-13.2%	?	-11.5%
CCOc1cc(-c2nc(-c3cc(OC)c(OC)c(OC)c3)no2)cc(OCC)c1OCC	8.5%	0.2%	1.8%	6.1%
COc1ccc(Cn2c(=O)[nH]c3cc(C(=O)N4CCN(c5cccc(OC)c5)CC4)ccc3c2=O)cc1	16.1%	-4.5%	?	-8.7%[10.9 µM]
O=C(CCCCCCCC(=O)NCC1CCCO1)NCC1CCCO1 (configuration not stated)	-0.2%	?	/	/
Cc1ccccc1OCCCCc1c(C)n[nH]c1C	2.8%	4.3%	7.1%	-22.2%
CCN(Cc1nc2ccccc2c(=O)[nH]1)Cc1nc2cc(OC)c(OC)cc2c(=O)[nH]1	4.0%	4.7%	-3.4%	-8.0%
CCN(C(=O)c1cc2cccc(OC)c2oc1=O)c1ccccc1	24.8%	19.7%	0.7%	-10.3%
Cc1ccccc1CN1C(=O)c2ccccc2S(=O)c2ccc(C(=O)NCc3ccco3)cc21 (configuration not stated)	-4.9%	12.3%	?	-12.5%[10.9 µM]
CN1CCN(c2nc(-c3ccncc3)nc3ccccc23)CC1	9.6%	14.4%	-0.3%	10.3%
COc1ccc(-c2cc(C(F)(F)F)n3nc(-c4ccc(Cl)cc4)cc3n2)cc1OC	9.0%	-5.0%	1.3%	6.8%[10.9 µM]
Cc1ccc(C)c(S(=O)(=O)c2nnn3c2nc(N2CCCCC2)c2sccc23)c1	-1.8%	14.8%	?	-17.4%[10.9 µM]
CCCc1nnc(SCC(=O)N2CCCC2)n1CC1CCCO1 (configuration not stated)	-5.8%	1.8%	-0.5%	18.4%

Compounds listed so far that contain fluorine:
Compound	p53ts 39C tox	p53ts 32C tox	IkB signaling	Imprint erasure
Cc1ccc(S(=O)(=O)c2cn(CC(=O)Nc3ccc(F)cc3)c3cc4c(cc3c2=O)OCO4)cc1	-13.1%	5.5%	?	-5.4%[10.9 µM]
N=C1C(c2nc(-c3ccc(F)cc3)cs2)=C(O)CN1CCCN1CCOCC1	-6.7%	-4.6%	-0.4%	-14.6%
COc1ccc(-c2cc(C(F)(F)F)n3nc(-c4ccc(Cl)cc4)cc3n2)cc1OC	9.0%	-5.0%	1.3%	6.8%[10.9 µM]

The listing continues:
Compound	p53ts 39C tox	p53ts 32C tox	IkB signaling	Imprint erasure
COc1cc2c(cc1OC)C(=O)N(C)CC2	-0.2%	2.5%	-0.3%[11.4 µM]	-1.9%
O=C(O)C1C2CCC(O2)C1C(=O)Nc1cccc(F)c1 (configuration not stated)	8.8%	13.1%	2.6%	-6.5%
CCOC(=O)Cc1csc(NC(=O)c2ccc(Br)s2)n1	-15.9%	-7.8%	?	-11.0%
COc1cc(CCC(=O)NCc2ccc3c(c2)CCN3C(=O)c2ccccc2)cc(OC)c1OC	-6.3%	17.2%	-2.2%	1.9%[10.9 µM]
O=C(/C=C/c1ccccc1)Nc1cc(-c2nc3cc(Cl)ccc3o2)ccc1Cl	?	-9.4%	?	-3.0%[10.9 µM]
COc1ccccc1CNc1ccc(-c2nc(-c3ccccc3C)no2)cc1[N+](=O)[O-]	-2.5%	-8.8%	?	-8.7%[10.9 µM]
COc1cc(Cl)cc(C#N)c1OCC(=O)O	1.9%	-0.9%	1.1%	5.3%
Cc1ccc(-c2nc3c4ccccc4n(Cc4cccc(Cl)c4)c(=O)n3n2)cc1	-14.4%	-1.2%	6.3%	-15.1%[10.9 µM]
COCc1nnc(NC(=O)CCCCCN2C(=O)c3ccccc3C2=O)s1	6.3%	5.9%	-1.3%	-9.2%
Nc1ccc(Sc2nnnn2-c2ccccc2)c(Cl)c1	0.1%	13.0%	1.3%	-9.1%
O=C(NC1CCCC1)C1C2C=CC(C2)C1C(=O)N1CCOCC1 (configuration not stated)	-3.2%	-5.8%	0.9%	/
COc1cc(Cl)c(C)cc1NC(=O)c1cc(CN2CCOCC2)on1	-19.2%	-6.4%	1.7%	-7.3%[10.9 µM]
COc1ccc(C2C(C(N)=O)=C(C)Nc3nc(-c4ccccc4Cl)nn32)cc1 (configuration not stated)	21.4%	3.4%	4.0%	-12.9%[10.9 µM]
COc1ccc(CNC(=O)C(c2cccs2)N(C(=O)c2csnn2)C2CC2)cc1 (configuration not stated)	?	?	?	-29.1%
COc1ccccc1N1CCN(C(=O)c2ccc3nc(-c4ccco4)c(-c4ccco4)nc3c2)CC1	-18.0%	-7.4%	?	-13.5%
CCC(=O)N1CCN(c2ccc(Cl)cc2NC(=O)c2ccc(Br)o2)CC1	11.4%	-4.1%	3.0%	-3.1%
CCCCN(CCCNC(=O)CN1N=C(c2ccc(C)cc2)CCC1=O)c1ccccc1	?	8.4%	-0.3%	-9.9%[10.9 µM]
CCOC(=O)c1cccc(NC(=O)CCn2nnc3ccccc32)c1	-4.0%	-5.0%	-0.1%	-14.5%
Nn1c(SCC(=O)NCc2ccccc2)nnc1C1CC1	2.3%	8.1%	0.7%	0.9%
CS(=O)(=O)Nc1ccccc1C(=O)c1ccccc1	5.0%	11.8%	0.7%	-7.3%
COC(=O)CSc1nsc(SCC(=O)OC)c1C#N	4.8%	?	?	11.9%
Cc1c(C(=O)Nc2cccc3cccnc23)oc2ccccc12	-10.5%	-5.6%	-0.6%	22.7%
O=C(O)c1cc(-c2ccc3c(c2)OCO3)nc2ccccc12	?	?	12.2%	-46.7%[inhibitor]
COC(=O)c1ccc(C2c3c(-c4ccc(Br)cc4)n[nH]c3C(=O)N2c2ccc(Cl)cc2)cc1 (configuration not stated)	?	9.6%	-1.1%	-10.9%[10.9 µM]
CCN(CC)CCNC(=O)c1cc2c(-c3cccc(OC)c3)nn(C)c2s1	?	-10.7%	1.6%	-13.3%[10.9 µM]
CCOC(=O)C1=C(C)N(C)C(C)=C(C(=O)OCC)C1c1ccccn1	5.8%	-1.4%	3.1%	-2.7%
COc1ccccc1C(=O)Nc1nnc(S(=O)(=O)N2CCN(c3ccc(F)cc3)CC2)s1	-6.5%	-7.3%	1.1%	-14.1%[10.9 µM]
CC(C)c1ccc(NC(=O)Cn2nnc(C(=O)NCc3cccs3)c2N)cc1	0.2%	5.5%	-2.6%	-10.0%[10.9 µM]
O=C(CCCCCn1c(=S)[nH]c2cc3c(cc2c1=O)OCO3)N1CCN(C(=O)c2ccco2)CC1	11.1%	3.3%	3.4%	-1.3%
O=C(NCC1COc2ccccc2O1)C1CCN(S(=O)(=O)c2cccc3nsnc23)CC1 (configuration not stated)	-3.9%	1.5%	-0.5%	-13.8%
CCOC(=O)c1scc(-c2ccc(C)cc2)c1S(=O)(=O)N1CCN(c2ccccc2)CC1	-13.8%	8.9%	-1.0%	-22.0%[10.9 µM]
CC(C)C(NCc1c(Cl)cccc1Cl)C(=O)O (configuration not stated)	4.3%	13.3%	-2.6%	-5.9%
O=C(Cn1c(S(=O)(=O)Cc2ccccc2)nc2ccccc21)N1CCCCC1	-5.2%	-5.3%	-3.6%	-8.3%
COc1ccc(C(=O)N2CCOCC2)cc1Br	8.0%	-0.5%	-2.9%	-3.1%
CCN(CC)S(=O)(=O)c1ccc2c(c1)c(=O)c(C(=O)NCCN(C)CCc1ccccc1)cn2C	-15.7%	9.8%	-0.3%	-2.2%
Cc1ccc(OCC(=O)N2CCCc3ccccc32)cc1	-8.0%	-1.0%	/	/
CCCCn1c(Oc2ccc(C(=O)OC)cc2)nc2c1c(=O)n(C)c(=O)n2C	11.9%	6.7%	2.7%	-3.7%
CC(C)CC(c1nnnn1CC1CCCO1)N1CCN(C2CCCC2)CC1 (configuration not stated)	1.5%	-2.0%	0.2%	-5.1%
O=C(NCC(c1cccnc1)N1CCc2ccccc21)c1ccc(F)c(F)c1 (configuration not stated)	-15.8%	-4.1%	?	-6.4%[10.9 µM]
Cc1noc(C)c1C(=O)NCCc1ccc(Cl)cc1	2.2%	1.4%	1.8%	-6.8%
CCOc1ccc(OCC(=O)Nc2ccc(S(=O)(=O)Nc3cc(C)nc(C)n3)cc2)cc1	14.7%	-4.7%	2.0%	-1.9%
Cc1cccc(N(CC(=O)NCc2ccco2)C(=O)CCC(=O)Nc2ccccn2)c1	4.4%	9.2%	-0.4%	-11.7%
COc1cc(C2CC(=O)c3cnc(N4CCN(CCO)CC4)nc3C2)cc(OC)c1OC (configuration not stated)	-2.8%	-4.1%	-2.0%	-15.2%[10.9 µM]
